PME-1 primary = blocks human protein phosphatase methylesterase 1; 320,000 tested, 0.53% active; Q9Y570; recombinant PME-1, FP-Rh probe fluorescence polarization; inhibition, % at 5.9 µM;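 active = inhibition above the campaign mean of all compounds plus 3 SD, cut at about 26% in these data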;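 note: competitive labeling of PME-1 active site by serine hydrolase directed probe; 0% = PME-1 with DMSO and 100% = wells lacking PME-1 enzyme; inhibitors block probe labeling so polarization falls and inhibition rises; many of its hits are not listed in these tables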
Target sequence (Q9Y570 whole entry, looked up): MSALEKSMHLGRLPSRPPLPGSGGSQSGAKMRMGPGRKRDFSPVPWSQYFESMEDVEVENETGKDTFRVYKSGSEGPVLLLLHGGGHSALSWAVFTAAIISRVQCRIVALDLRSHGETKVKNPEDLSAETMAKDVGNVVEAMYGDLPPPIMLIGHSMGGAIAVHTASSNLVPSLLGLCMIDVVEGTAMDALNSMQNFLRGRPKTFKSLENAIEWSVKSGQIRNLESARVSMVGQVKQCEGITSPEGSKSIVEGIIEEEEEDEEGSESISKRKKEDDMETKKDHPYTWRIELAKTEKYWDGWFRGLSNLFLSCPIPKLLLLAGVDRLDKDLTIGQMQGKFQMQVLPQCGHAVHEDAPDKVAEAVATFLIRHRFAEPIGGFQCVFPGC
PAFAH1B3 inh = blocks human PAF acetylhydrolase 1B catalytic subunit 3 | Q15102 | recombinant PAFAH1B3, FP-rhodamine probe, fluorescence polarization | inhibition, % at 3.39 µM | 340,000 tested, 0.28% active;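 active = inhibition above the screen-wide average of all tested compounds plus 3 SD, cut at about 25% in these data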;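 note: 0% = enzyme with DMSO only and 100% = wells lacking PAFAH1B3 protein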
Target sequence (Q15102 whole entry, looked up): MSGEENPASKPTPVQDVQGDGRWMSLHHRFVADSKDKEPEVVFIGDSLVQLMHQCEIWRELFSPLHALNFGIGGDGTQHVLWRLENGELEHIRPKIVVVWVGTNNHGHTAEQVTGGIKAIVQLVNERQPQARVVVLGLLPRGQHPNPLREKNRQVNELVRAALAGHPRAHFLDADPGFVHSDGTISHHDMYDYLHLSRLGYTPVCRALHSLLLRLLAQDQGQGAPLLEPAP
LYPLA1 inh = counter-screen for PME1 inhibitors: inhibitors of human LYPLA1. recombinant LYPLA1, FP-Rh probe fluorescence polarization. inhibition, % at 5.9 µM. 320,000 tested, 0.16% active;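 active = inhibition above the mean of all tested compounds plus 3 SD, set per campaign, cut at about 14% in these data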;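 note: inhibitors block serine hydrolase probe labeling of LYPLA1 so polarization falls; 0% = enzyme with DMSO and 100% = wells lacking LYPLA1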
LYPLA2 counter = blocks human lysophospholipase 2, a PME1 counter-screen; O95372; 320,000 tested, 0.38% active; AID 2177; recombinant LYPLA2, FP-Rh probe fluorescence polarization; inhibition, % at 5.9 µM;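 active = inhibition above the screen-wide mean plus 3 SD, limit set per campaign, cut at about 26% in these data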;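 note: 0% = LYPLA2 with DMSO and 100% = wells lacking LYPLA2 enzyme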
PAD4 FP inh = inhibitors of human PAD4 | Q9UM07 | recombinant PAD4, RCA probe fluorescence polarization | inhibition, % at 6.36 µM | 330,000 tested, 0.41% active | AID 485272;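 active = percent inhibition above a cutoff equal to the mean of all tested compounds plus 3 SD, cut at about 15% in these data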;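 note: 0% = PAD4 with RCA probe and DMSO and 100% = probe without PAD4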
pPAFAH inh = pPAFAH (human) enzyme inhibition; Q13093; recombinant pPAFAH, FP-rhodamine probe fluorescence polarization; inhibition, % at 3.39 µM; 330,000 tested, 1.5% active;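 active = inhibition above the mean inhibition across the screen plus 3 SD, cut at about 25% in these data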;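 note: inhibitors block binding of the rhodamine activity-based probe so polarization drops; 0% = enzyme with DMSO and 100% = wells lacking pPAFAH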
PAFAH2 inh = inhibitors of human PAFAH2; Q99487; recombinant PAFAH2, FP-rhodamine activity probe, fluorescence polarization; inhibition, % at 3.39 µM; 340,000 tested, 0.99% active;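 active = inhibition above the mean over all tested compounds plus 3 SD, cut at about 30% in these data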;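 note: inhibitors block probe labeling of enzyme so polarization drops; 0% = enzyme with DMSO and 100% = wells lacking PAFAH2 protein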
PAFAH1B2 inh = PAFAH1B2 (human) inhibition; AID 492953; recombinant PAFAH1B2, FP-rhodamine activity probe, fluorescence polarization; 340,000 tested, 1.2% active; inhibition, % at 3.39 µM; P68402;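 active = inhibition above the mean of all tested compounds plus 3 SD, cut at about 24% in these data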;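 note: 0% = enzyme with DMSO and 100% = wells lacking PAFAH1B2; many of its hits are not listed in these tables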
Target sequence (P68402 whole entry, looked up): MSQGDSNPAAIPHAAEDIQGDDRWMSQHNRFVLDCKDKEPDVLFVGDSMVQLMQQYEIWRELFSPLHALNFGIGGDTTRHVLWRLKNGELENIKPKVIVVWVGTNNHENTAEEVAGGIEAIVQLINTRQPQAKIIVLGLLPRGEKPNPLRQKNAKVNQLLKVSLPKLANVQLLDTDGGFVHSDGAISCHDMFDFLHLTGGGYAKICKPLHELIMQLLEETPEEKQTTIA
GSTO1 counter = blocks human GSTO1 in RBBP9 counter-screen. recombinant GSTO1, activity-based probe fluorescence polarization. 300,000 tested, 1.1% active. AID 1974. inhibition, % at 5.96 µM. P78417;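 active = inhibition above the campaign mean inhibition plus 3 SD, cut at about 35% in these data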;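 note: 0% = GSTO1-1 with DMSO and 100% = wells lacking GSTO1-1 enzyme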
Starred values were filed as active, the others as inactive; / = no result given.

SMILES	PME-1 primary	PAFAH1B3 inh	LYPLA1 inh	LYPLA2 counter	PAD4 FP inh	pPAFAH inh	PAFAH2 inh	PAFAH1B2 inh	GSTO1 counter
Cc1cc(C(=O)NNc2ccc(C(C)C)cc2)n(C(C)(C)C)n1	2	7	2	1	2	-3	-1	6	2
O=C(CN1C(=O)NC2(CCc3ccccc32)C1=O)Nc1c(Cl)cccc1Cl (stereo not given)	/	-2	/	/	-3	3	-2	-3	/
COC(=O)C[C@H]1c2cc(F)ccc2S(=O)(=O)N1C(C)C	-3	11	-7	1	2	7	4	5	6
CCSc1nc(N)c2c(C)c(C)sc2n1	4	4	0	-8	1	-7	1	3	3
CC(C)(C)Nc1nc(NC(C)(C)C)nc(-n2ccnc2)n1	-2	7	-6	-2	-1	-1	4	5	-3
Cc1cccc(OCCCC(=O)Nc2ccc(N(C)C)cc2)c1	1	9	1	-5	-6	1	-8	1	-1
CN(C)c1ccc(NC(=S)N2CCN(c3ncc(C(F)(F)F)cc3Cl)CC2)cc1	-5	3	4	3	-12	11	8	3	6
COC(=O)C1C(=O)C2=C(CC1C)NC(=O)CC2c1ccc(O)c(OC)c1 (stereo not given)	1	2	-4	0	-4	-2	-2	2	7
Cc1nn(-c2ccccc2)c(C)c1C(=O)OC(C)C(=O)NC1CCCCC1 (stereo not given)	/	11	/	/	3	-1	-7	7	/
Cc1ccc(-n2ncc3c(=O)n(Cc4ccccn4)cnc32)cc1C	1	2	-4	-6	-1	5	-6	1	10
COc1ccc(CC(=O)NNC(=O)CCc2ccccc2)cc1	-3	9	2	8	-1	4	1	6	2
Cn1c(Cn2c(=O)sc3ccccc32)nnc1SCC(=O)NCc1ccccc1	-5	3	-6	-11	0	-6	-1	1	1
COC(=O)C1=C(N)Oc2cc(C)n(Cc3cccnc3)c(=O)c2C1c1ccccc1OC (stereo not given)	-5	-1	1	0	-5	-2	3	4	-4
O=C(CCc1c[nH]c2ccccc12)N[C@@H](Cc1c[nH]c2ccc(O)cc12)C(=O)O	0	11	-3	6	-3	8	-4	13	10
CCCn1nc(C(=O)NNC(=O)CCOc2ccccc2OCC)c2ccccc2c1=O	-3	3	0	1	0	1	-4	-1	3
Cc1ccc([C@H]2C(C#N)=C(N)Oc3cc(C)oc(=O)c32)o1	1	8	0	-1	-1	-1	-1	4	-2
CC1CCCN(c2ccc([N+](=O)[O-])cc2C(=O)c2ccccc2)C1 (stereo not given)	5	5	-2	-3	2	3	-5	4	2
O=C(NNS(=O)(=O)c1ccc(F)cc1)C1CCN(S(=O)(=O)c2ccccc2)CC1	1	-1	-4	1	-2	-3	9	4	2
CCOc1ccccc1C(=O)Nc1ccc2nc(N3CCN(c4ncccn4)CC3)cc(C)c2c1	7	/	1	3	6	9	/	/	1
O=C(COC(=O)CNC(=O)c1ccccc1)NCCNC(=O)COC(=O)CNC(=O)c1ccccc1	-3	1	-2	-2	0	2	2	5	/
COc1ccccc1CNC(=O)CN1C(=O)NC2(CCOc3ccccc32)C1=O (stereo not given)	/	5	/	/	-1	-5	6	6	/
COc1ccc(S(=O)(=O)N2CCCC(C(=O)N3CCN(c4ccccc4)CC3)C2)cc1Cl (stereo not given)	8	5	-1	-3	2	2	-1	-6	4
C[C@H](NC(=O)c1ccccc1Cl)C(=O)OCc1cn2cc(Cl)ccc2n1	1	0	-1	3	-2	3	5	5	19
O=C(COC(=O)c1ccc([N+](=O)[O-])o1)NCc1ccc2c(c1)OCO2	/	9	/	/	-19	-2	9	2	/
CNC(=O)NC(=O)C(OC(=O)c1cccc(S(=O)(=O)N2CCCCC2)c1)c1ccccc1 (stereo not given)	1	3	-1	-3	-1	4	2	2	1

The list goes on; it opens with the 2 that closed the last part.
SMILES	PME-1 primary	PAFAH1B3 inh	LYPLA1 inh	LYPLA2 counter	PAD4 FP inh	pPAFAH inh	PAFAH2 inh	PAFAH1B2 inh	GSTO1 counter
O=C(COC(=O)c1ccc([N+](=O)[O-])o1)NCc1ccc2c(c1)OCO2	/	9	/	/	-19	-2	9	2	/
CNC(=O)NC(=O)C(OC(=O)c1cccc(S(=O)(=O)N2CCCCC2)c1)c1ccccc1 (stereo not given)	1	3	-1	-3	-1	4	2	2	1
COc1ccc(NS(=O)(=O)c2cc(C)ccc2C)cc1	3	0	-2	4	-3	6	1	-5	8
O=C(CSc1nc2ccccc2c(=O)n1C1CC1)NCc1ccccc1	6	10	-2	2	-2	7	3	10	-3
COc1ccc(C2NC(=O)NC(O)(C(F)(F)F)C2C(=O)c2ccccc2)cc1OC (stereo not given)	-3	10	1	3	2	6	-7	2	-9
CCC(=O)Nc1ccc(NC(=O)c2c(C)nc3ccccn23)cc1	4	3	2	5	-3	-5	-3	-3	3
COn1c2c(c3c4no[n+]([O-])c4ccc31)CCCC2	-5	8	-3	-5	-2	0	-2	-2	3
O=C(CNc1ccccc1Cl)Nc1cc(S(=O)(=O)N2CCOCC2)ccc1Cl	26	7	0	-2	3	2	-4	2	/
COc1ccc(-n2nc3c(c2NC(=O)C2CC2)CS(=O)C3)cc1 (stereo not given)	-4	5	-1	6	0	2	-3	4	4
C#CCN1C(=O)C(O)(CC(=O)c2ccc(OC)c(OC)c2)c2ccccc21 (stereo not given)	-4	3	0	8	-1	-3	-1	2	3
O=C(NCC1CCCO1)c1coc2nc3ccccc3nc12 (stereo not given)	-2	3	0	6	-28	-3	0	1	0
Cc1nn(-c2ccccc2)cc1/C=N/NC(=O)c1cccs1	-1	0	-2	1	-2	2	12	3	3
Cc1ccccc1CSCCNC(=O)CN(c1ccc2c(c1)OCO2)S(C)(=O)=O	4	6	4	5	-2	3	0	6	-1
[O-][n+]1onc2c3ccnnc3ccc21	3	7	-1	4	-1	7	5	3	9
Cc1ccc(S(=O)(=O)/N=C2/C=C(C3C(=O)CC(C)(C)CC3=O)C(=O)c3ccccc32)cc1	12	10	-2	4	-1	8	-2	2	61*
CCOC(=O)C1(Cc2ccc(OC)cc2)CCN(C(=O)C2=CCCC2)CC1	5	12	9	9	-2	3	-1	-3	-1
Cc1c(C(=O)Nc2ccccc2)cn2c(nc3ccccc32)c1C#N	1	-4	3	-7	-5	3	-4	1	-3
COc1cccc(-n2c(N)c(-c3nc4ccccc4[nH]3)sc2=S)c1	8	5	0	2	-2	16	0	3	4
CCSc1nnc(NC(=O)NC(CC)(C(F)(F)F)C(F)(F)F)s1	-1	8	6	4	-8	4	-2	9	-43
Cc1cc(Br)c2c(c1)C1(OCCO1)C(=O)N2	5	2	0	-2	-2	3	8	5	-2
CCN1CCN(C(=O)c2ccc3c(Cl)c4c(nc3c2)CCCC4)CC1	3	5	-1	12	5	-1	2	-3	-15
O=P(O)(CCc1ccncc1)CN1CCCCC1	-4	11	-4	-2	-1	-2	-3	0	3
COc1ccc(N(CC(=O)Nc2cccnc2)S(=O)(=O)c2ccc(C)cc2)cc1Cl	5	8	-7	-8	1	3	-1	1	-1
Cc1cccc(Cc2ncc(C(F)(F)F)cc2Cl)c1	2	-2	5	4	0	1	5	3	3
C=CCN(CC=C)C(=O)CN1C(=O)NC(Cc2c[nH]c3ccccc23)C1=O (stereo not given)	-2	2	-3	-4	2	3	-1	3	3
COc1ccc(C)cc1-n1nnnc1SCc1cn2ccsc2n1	-3	1	-2	6	-2	-1	5	0	10
O=C1C=C(O)C(n2cncn2)C(c2ccc3c(c2)OCO3)C1 (stereo not given)	0	8	-3	7	4	0	-4	-1	9

Only PME-1 primary and PAD4 FP inh (7 entries from above):
SMILES,PME-1 primary,PAD4 FP inh
[O-][n+]1onc2c3ccnnc3ccc21,3,-1
Cc1ccc(S(=O)(=O)/N=C2/C=C(C3C(=O)CC(C)(C)CC3=O)C(=O)c3ccccc32)cc1,12,-1
CCOC(=O)C1(Cc2ccc(OC)cc2)CCN(C(=O)C2=CCCC2)CC1,5,-2
Cc1c(C(=O)Nc2ccccc2)cn2c(nc3ccccc32)c1C#N,1,-5
COc1cccc(-n2c(N)c(-c3nc4ccccc4[nH]3)sc2=S)c1,8,-2
CCSc1nnc(NC(=O)NC(CC)(C(F)(F)F)C(F)(F)F)s1,-1,-8
Cc1cc(Br)c2c(c1)C1(OCCO1)C(=O)N2,5,-2

Copied from the listing (2 entries):
SMILES	PME-1 primary	PAFAH1B3 inh	LYPLA1 inh	LYPLA2 counter	PAD4 FP inh	pPAFAH inh	PAFAH2 inh	PAFAH1B2 inh	GSTO1 counter
COc1ccc(C)cc1-n1nnnc1SCc1cn2ccsc2n1	-3	1	-2	6	-2	-1	5	0	10
O=C1C=C(O)C(n2cncn2)C(c2ccc3c(c2)OCO3)C1 (stereo not given)	0	8	-3	7	4	0	-4	-1	9

Additional entries
SMILES	PME-1 primary	PAFAH1B3 inh	LYPLA1 inh	LYPLA2 counter	PAD4 FP inh	pPAFAH inh	PAFAH2 inh	PAFAH1B2 inh	GSTO1 counter
Cc1cc(NC(=O)C2CCN(C(=O)c3ccco3)CC2)ccc1Br	-4	1	-3	0	-3	7	-3	5	3
CC(C)Oc1ccc(S(=O)(=O)N2CCOCC2)cc1NC(=O)C1COc2ccccc2O1 (stereo not given)	4	8	-2	-2	-3	8	5	1	/
O=[N+]([O-])c1cccc(S(=O)(=O)N2CCN(S(=O)(=O)N3CCCCCC3)CC2)c1	-6	-2	0	-1	2	4	-2	2	8
Cc1ccccc1C(OCCN(C)C)C1CCCCC1 (stereo not given)	4	-6	-3	-1	-3	-1	0	-2	5
CCc1c(C2(O)CCCCC2)[nH]c2c(C(=O)OC)cc(Cl)cc12	-7	-1	-4	-15	-3	3	-3	-7	-8
CCOC(=O)c1c(NC(=O)/C=C/c2ccc3c(c2)OCO3)sc(C)c1CC	-30	2	-5	-11	-8	-4	-8	-3	-6
CC(Oc1ccccc1)C(=O)Nc1cccc(F)c1 (stereo not given)	-5	10	-2	6	-5	2	1	-2	-1
Cc1ccc(C(=O)Nc2cnc3ccccn3c2=O)cc1	-3	10	1	1	-2	2	-5	1	-2
CS(=O)(=O)N1CCc2cc(C(=O)Nc3ccc(COCC(F)(F)F)cc3)ccc21	-8	1	-4	1	5	-2	0	-1	-6
Cc1c(NC(=O)c2ccc(C(C)(C)C)cc2)cccc1[N+](=O)[O-]	-2	8	-2	-6	-3	4	6	4	1
Cc1ccc(C)c(NC(=S)/C(=C(\[O-])c2ccc(Cl)s2)[n+]2ccccc2)c1	1	2	2	3	-3	4	4	1	4
CSc1oc(-c2ccc(F)cc2)nc1S(=O)(=O)c1ccccc1	5	-2	0	0	5	3	-1	-3	1
COc1ccccc1Nc1c2c(nc3ccc(N)cc13)CCCC2	-7	3	2	3	0	9	6	6	8

Not all compounds are listed (hit frequency here may not be typical).
